Assay outcomes: PubChem BioAssay, NCI
Growth percent in the NCI-60 one-dose screen (48 h, 10 µM unless noted): 100 = growth as untreated, 0 = no growth, -100 = all killed.
CAKI-1 – CAKI-1 renal cancer; 75,000 compounds, 4.7% hits
UO-31 – UO-31 renal cancer; AID 1794768; 81,000 compounds, 5.2% hits
SN12C – SN12C renal cancer cells. 81,000 compounds, 3.8% hits. AID 1794767
A498 – A498 renal cancer cells; 76,000 compounds, 5.4% hits; AID 1794774
DU-145 – DU-145 prostate cancer | 81,000 compounds, 4.2% hits | AID 1794760
786-0 – 786-0 renal cancer cells. 81,000 compounds, 5.1% hits
RXF 393 – RXF 393 renal cancer cells; 77,000 compounds, 6.9% hits; AID 1794773
ACHN – ACHN renal cancer; 81,000 compounds, 4.9% hits
TK-10 – TK-10 renal cancer cells; 81,000 compounds, 3.9% hits; AID 1794769
Active calls of the source: *; · = not tested or not shown; & = joins results of further samples. How the source made its calls: active means growth percent below 10; inactive means the rest.

structure	CAKI-1	UO-31	SN12C	A498	DU-145	786-0	RXF 393	ACHN	TK-10
C=CCOC(=O)C1=C(C)NC2=C(C(=O)CC(C)(C)C2)C1c1ccccc1 (stereo not given)	90	92	105	94	106	100	104	95	109
Nc1ccccc1O	101	80	92	100	95	105	103	103	127
Cc1cc(/C=C/c2ccc(C(F)(F)F)cc2)c2ccccc2n1	56	38	52	126	63	59	78	56	94
CCOc1ccc2c(c1)CC[C@@H]1[C@@H]2CC[C@]2(C)[C@@H](O)[C@@H](O)C[C@@H]12	90	89	94	107	108	101	96	126	105
CNC(=O)c1c(NC(=O)c2cccc(C(F)(F)F)c2F)sc2c1CCC(=O)C2	-31*	-29*	10	-1.3*	31	18	-11*	4.8*	35
O=C(Nc1ccc(Br)cc1)c1ccccc1	95	86	99	87	100	96	109	99	97
CC1(C)CC[C@]2(C(=O)O)CC[C@]3(C)C(=CC[C@@H]4[C@@]5(C)C/C(=C/c6cccnc6)C(=O)C(C)(C)[C@@H]5CC[C@]43C)[C@@H]2C1	91	80	98	98	101	108	115	102	109
CC1=C(c2cc(-c3ccccc3O)c(C#N)c(=O)[nH]2)C(c2ccccc2)NC(=S)N1 (stereo not given)	102	70	94	114	111	85	·	107	114
NS(=O)(=O)c1ccc(CCn2c(SCc3ccc(F)cc3)nc3ccccc3c2=O)cc1	90	75	90	85	99	92	93	96	81
CCN1CCN(c2nc(NCCCNc3ccnc4cc(Cl)ccc34)c3ccccc3n2)CC1	·	-5.3*	48	81	40	31	5.4*	5.3*	42
CCCCc1ccc(C2=C(Cl)C(=O)C(c3ccc(CCCC)cc3)=C(Cl)C2=O)cc1	64	62	82	34	102	92	107	106	102
COc1cc(/C=C\c2c(-c3cccs3)nc3sccn23)cc(OC)c1OC	75	70	98	95	·	101	94	103	133
COc1cc(C(=O)/C=C/c2c(-c3ccc(F)cc3)nc3sc(C)nn23)cc(OC)c1OC	85	68	81	95	82	64	·	81	·
O=C(CN1CCN(c2ccccc2F)CC1)Nc1ccc(C(F)(F)F)cc1[N+](=O)[O-]	92	102	110	108	120	116	130	103	144
CCN1C(=O)N(CC)C2C1NN=c1s/c(=C\c3ccccc3F)c(=O)n12 (stereo not given)	17	40	24	3.4*	2.5*	21	52	27	70
C[C@@]1(C(=O)Nc2ccc(F)nc2)CCCN1c1nc(Nc2cc(C3CC3)[nH]n2)c2cccn2n1	-18*	2.1*	35	-42*	39	5.5*	-46*	26	36
CCOC(=O)CCC1CCCCC1=O (stereo not given)	116	97	100	96	124	110	·	104	99
CCCCCCCSc1nnc(-c2c(C)nc3ccc(C)cn23)o1	91	72	95	110	105	92	103	97	113
O=C(CCC(=O)c1nc2ncccc2[nH]1)NN1C(=O)CSC1c1ccc(Br)cc1 (stereo not given)	74	76	98	93	106	99	103	96	126
O=C1c2cccc3cccc(c23)C(=O)N1Nc1nc(N2CCOCC2)nc(N2CCN(c3ccccc3)CC2)n1	41	30	65	-3.1*	55	66	31	41	96
O=C1/C(=C\c2ccc(Cl)cc2)N=C(c2cnccn2)N1c1cccc2cccnc12	88	·	·	77	109	106	89	87	129
COc1ccc(C(=O)/C=C/c2ccc3c(c2)OCO3)cc1OC	86	99	95	128	102	113	118	105	124
COc1cc(/C=N/N2CCCCC2)cc(OC)c1OC	100	89	99	88	107	101	110	94	111
O=C(c1ccccc1)c1ccc(OCC2CO2)cc1 (stereo not given)	103	91	106	90	107	100	107	105	91
Cn1ncc(CC(=O)O)c1-n1nnc2cc(Cl)ccc2c1=O	88	81	93	134	109	97	114	94	91
O=C1NC2NC(=NCCN3CCOCC3)NC2N1 (stereo not given)	91	87	99	106	104	93	117	102	98
C=CC(=O)Nc1cccc(-c2nc(SC)nc(NCCCN(CC)CC)c2C#N)c1	90	70	96	94	101	98	77	95	142
O=c1c2c3c(sc2n2c(/C=C/c4ccc(Br)cc4)nnc2n1Cc1ccccc1)CCCC3	87	68	143	94	92	53	85	93	122
NS(=O)(=O)c1ccc(CN/C=C/C(=O)c2cc3cc(Br)ccc3oc2=O)cc1	82	70	93	90	110	100	88	105	110
COC(=O)c1cncc(C)c1	101	89	105	89	117	106	109	102	109

In a second layout: entries from further up.
Results follow in this order: CAKI-1, UO-31, SN12C, A498, DU-145, 786-0, RXF 393, ACHN, TK-10
> Cn1ncc(CC(=O)O)c1-n1nnc2cc(Cl)ccc2c1=O
  88, 81, 93, 134, 109, 97, 114, 94, 91
> O=C1NC2NC(=NCCN3CCOCC3)NC2N1 (stereo not given)
  91, 87, 99, 106, 104, 93, 117, 102, 98
> C=CC(=O)Nc1cccc(-c2nc(SC)nc(NCCCN(CC)CC)c2C#N)c1
  90, 70, 96, 94, 101, 98, 77, 95, 142

Additional entries follow.
structure	CAKI-1	UO-31	SN12C	A498	DU-145	786-0	RXF 393	ACHN	TK-10
CSc1nc(NCCN2CCOCC2)c(C#N)c(-c2cccc([N+](=O)[O-])c2)n1	86	82	96	56	106	101	103	94	135
CN1CCCN(C(=S)S)CC1	101	84	96	96	108	103	86	103	106
N#Cc1ccc(C(=O)C[n+]2cn(CCC(=O)Nc3cccc4cccnc34)c3ccccc32)cc1	104	93	100	105	108	104	108	97	108
CC[C@]12C=CCN3CC[C@@]4(c5cc(C#CCNc6ccc(C)c(Nc7nccc(-c8cccnc8)n7)c6)c(OC)cc5N(C)[C@H]4[C@@](O)(C(=O)OC)[C@@H]1OC(C)=O)C32 (stereo not given in full)	40	47	45	68	60	46	·	51	88
Fc1ccc(NC(=S)NN=C(c2ccccc2)c2ccccc2)cc1	88	79	104	100	121	101	111	104	94
C[C@]12CC[C@@H]3c4ccc(O)cc4CC[C@H]3[C@@H]1CC[C@@H]2NS(=O)(=O)c1ccc(C(F)(F)F)cc1	39	14	42	61	70	57	23	27	·
CCN(Cc1cccc(CN(CC)C(=O)C(Cl)Cl)c1)C(=O)C(Cl)Cl	93	92	94	106	106	105	95	95	113
CN(C)c1cccc2[nH]c(-c3[nH]ncc3Nc3ccnc(N)n3)nc12	-46*	-9.8*	-7.4*	-79*	-5.1*	-58*	-86*	-1.9*	-30*
Cc1c2ccccc2nc(CSc2ccc(Cl)cc2)[n+]1[O-]	82	75	95	·	110	99	107	94	136
Oc1cccc(-c2nc(-c3nnc(SCc4ccccc4)o3)cc3c2[nH]c2ccccc23)c1	76	37	75	78	80	103	75	58	89
COc1ccc(N)c(N)c1	94	75	100	95	111	102	105	97	113
CC(C)CCCC(=O)CCCCCCC(=O)CCN(O)C(=O)C(N)CO (stereo not given)	66	89	98	106	95	66	49	93	85
CCCC1CCCCC1Br (stereo not given)	93	69	101	89	115	105	116	101	112
Cc1nc(C)c(-c2nn3c(-c4cccc(F)c4)nnc3s2)s1	103	84	98	68	102	·	96	117	78
O=C(/C=C1\C=CN(CCCCF)c2ccccc21)n1ccc2ccccc21	87	74	95	135	127	107	126	98	117

Next part:
SMILES | CAKI-1 | UO-31 | SN12C | A498 | DU-145 | 786-0 | RXF 393 | ACHN | TK-10
COc1cc2c(cc1OC)C1CC(=O)C(CC(C)C)CN1CC2 (stereo not given) | 92 | 85 | 100 | 100 | 102 | 104 | 103 | 102 | 97
N#Cc1c(N=Cc2ccc(N3CCN(c4ccccc4)CC3)cc2)oc(-c2ccccc2)c1-c1ccccc1 | 90 | 92 | 110 | 80 | 114 | 102 | 102 | 102 | 93
C[N+](C)([O-])Cc1ccccc1 | 92 | 81 | 100 | 86 | 103 | 107 | 111 | 101 | 102
N#CC1(Nc2cccc(Cl)c2)CCCC1 | 109 | 85 | 109 | 103 | 116 | 101 | 115 | 108 | 104
O=C(OCCc1ccccc1)c1ccccc1 | · | 104 | 104 | 117 | 108 | 94 | 133 | 105 | 100
CCCCCCc1cn(C(C)c2ccc(OC3CCCC3)c(OC)c2)nn1 (stereo not given) | 78 | 73 | 94 | 88 | 107 | 92 | 106 | 83 | 102
N#Cc1c(Nc2ccccc2)nn2c(-c3ccco3)ccnc12 | 80 | 84 | 92 | · | 93 | 90 | 55 | 95 | 94
COC(=O)CSSCc1ccc([N+](=O)[O-])cc1 | 100 | 85 | 92 | 107 | 103 | 95 | 105 | 101 | 99
C=C(C)C1CCC2(C(=O)O)CCC3(C)C(CCC4C5(C)CCC(O)C(C)(C)C5CCC43C)C12 (stereo not given) | -5.5* | 21 | 27 | · | -55* | -66* | -69* | 24 | 13
COc1ccc(/C=N/N(C)C(=O)Nc2cccc(Cl)c2)cc1OC | 92 | 80 | 91 | 75 | 114 | 85 | 107 | 88 | 88
O=[N+]([O-])c1ccc(O)cc1C(F)(F)F | 91 | 79 | 85 | 95 | 113 | 102 | 130 | 93 | 110
Cc1cc(Cl)nc(N(CCCNc2ccnc3cc(Cl)ccc23)Cc2ccccn2)n1 | 49 | 27 | 53 | 30 | 66 | 47 | 42 | 54 | 66
CN(C)CP(=O)(O)CCc1ccccc1 | 100 | 93 | 94 | 101 | 112 | 104 | 115 | 107 | 84
COc1cc(NC(=O)Nc2cnc(Nc3ccc(N4CCOCC4)cc3)nc2Oc2cccc(OC)c2)cc(OC)c1 | · | 6.1* | 43 | 39 | 37 | -26* | -32* | 33 | 55
C/C=C(\C)C(C(=O)NC1CCCCC1)N(C(=O)C1CCc2cc(F)ccc2O1)c1ccc(Br)cc1 (stereo not given) | 92 | 90 | 99 | 102 | 106 | 97 | 111 | 102 | 96
O=C(O)/C=C\CCCCCCCCC(=O)O | 99 | 97 | 103 | 105 | 104 | 102 | 89 | 112 | 98
CCCCCCC1CCCCN1C(c1ccccc1)C(O)c1ccccc1 (stereo not given) | 72 | 43 | 69 | 87 | 63 | 53 | 17 | 71 | 82
OCCSc1ccccc1 | 90 | 91 | 110 | 86 | 109 | 95 | 108 | 101 | 133
O=c1cc(C2NNC(=S)N2)c2c(ccc3ccccc32)o1 (stereo not given) | 82 | 72 | 97 | 79 | 105 | 101 | 107 | 91 | 121
COc1ccc(CCc2ccnc3ccccc23)cc1 | 69 | 94 | 84 | 91 | 91 | 77 | 76 | 80 | 79
O=S(=O)(O)c1cc(O)c2c(O)cc(S(=O)(=O)O)cc2c1 | 96 | 92 | 103 | 76 | 108 | 100 | 105 | 101 | 97
Cc1cc2c(s1)CCCC1CC(=O)N(CN3CCN(C)CC3)N=C21 (stereo not given) | 87 | 89 | 121 | 113 | 104 | 88 | 88 | 104 | 112
COc1ccc(/C=C2\N=C(c3ccccc3)N(CCc3cccs3)C2=O)cc1 | 101 | 93 | 100 | 104 | 110 | 99 | 96 | 103 | 106
CNCCCNc1nc2ccccc2c2c(=O)c3cc(F)ccc3sc12 | -61* | 21 | 59 | 28 | 2.6* | 62 | 46 | 11 | 43
CCOC(OCC)C(=O)N1CCCCC1 | 101 | 100 | 101 | 104 | 119 | 101 | 102 | 95 | 110
O=C(Oc1ccccc1C(=O)O)c1ccccc1O | 91&72 | 87&88 | 101&101 | 114 | 115&109 | 108&103 | 115&125 | 99&95 | 110&116

Grouped by structure: the entries above with a Cl atom
SMILES | CAKI-1 | UO-31 | SN12C | A498 | DU-145 | 786-0 | RXF 393 | ACHN | TK-10
CCN1CCN(c2nc(NCCCNc3ccnc4cc(Cl)ccc34)c3ccccc3n2)CC1 | · | -5.3* | 48 | 81 | 40 | 31 | 5.4* | 5.3* | 42
CCCCc1ccc(C2=C(Cl)C(=O)C(c3ccc(CCCC)cc3)=C(Cl)C2=O)cc1 | 64 | 62 | 82 | 34 | 102 | 92 | 107 | 106 | 102
O=C1/C(=C\c2ccc(Cl)cc2)N=C(c2cnccn2)N1c1cccc2cccnc12 | 88 | · | · | 77 | 109 | 106 | 89 | 87 | 129
Cn1ncc(CC(=O)O)c1-n1nnc2cc(Cl)ccc2c1=O | 88 | 81 | 93 | 134 | 109 | 97 | 114 | 94 | 91
CCN(Cc1cccc(CN(CC)C(=O)C(Cl)Cl)c1)C(=O)C(Cl)Cl | 93 | 92 | 94 | 106 | 106 | 105 | 95 | 95 | 113
Cc1c2ccccc2nc(CSc2ccc(Cl)cc2)[n+]1[O-] | 82 | 75 | 95 | · | 110 | 99 | 107 | 94 | 136
N#CC1(Nc2cccc(Cl)c2)CCCC1 | 109 | 85 | 109 | 103 | 116 | 101 | 115 | 108 | 104
COc1ccc(/C=N/N(C)C(=O)Nc2cccc(Cl)c2)cc1OC | 92 | 80 | 91 | 75 | 114 | 85 | 107 | 88 | 88
Cc1cc(Cl)nc(N(CCCNc2ccnc3cc(Cl)ccc23)Cc2ccccn2)n1 | 49 | 27 | 53 | 30 | 66 | 47 | 42 | 54 | 66
